ATXN2 expr inh = inhibitors of ATXN2 expression | AID 1745845 | 360,000 compounds, 0.72% hits | Potency, µM (doses to about 57 µM), for the others: at the top dose activity change, negative = inhibition, usual class: inhibitors | HEK-293 ATXN2-luciferase reporter, luminescence, 24 h; also: potency is read from the fitted curve at half-maximal effect; % is scaled to controls: 0 for no effect and ±100 for the full control effect; nearly all actives have a fitted effect of over 55% in size
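ATXN2-luciferase reporter cells (luciferase flanked by upstream and downstream ATXN2 gene portions) were treated 24 h at 37 °C with compounds at up to 57 uM. SteadyGlo luminescence gave expression; GF-AFC fluorescence gave viability.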
HepG2 viability = HepG2 cytotoxicity, counter-screen for TGF-b inhibitors | HepG2 CAGA-GFP viability, ATP luminescence, 18 h | Potency, µM (highest dose often 46.1 µM), inactives show at the highest dose activity change, negative = cytotoxicity, most hits filed as cytotoxic | 410,000 compounds, 0.76% hits | AID 588856; also: potency is read from the fitted curve at half-maximal effect; some results filed as inactive show a strong effect at the top dose
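CellTiter-Glo luminescence gave cytotoxicity after 18 hours at 37 degrees C. The cells were HepG2 CAGA-GFP in 1% FBS DMEM, stimulated with 500 pg/mL TGF-beta after compound addition. %Activity was normalised to no-cell wells (complete cell-killing) and DMSO (no toxicity), and curves were fitted and classified.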
EPAC2 agonist = activates human EPAC2 exchange factor. 360,000 compounds, 0.079% hits. EPAC2 activation, biochemical qHTS; response scale: 100% = 6.5 mM cAMP response. Potency, µM (highest dose often 154 µM), for inactives: at the top dose activation, most hits filed as activators; also: potency is read from the fitted curve at half-maximal effect; nearly all actives have a fitted effect of over 50% in size
Target sequence (Q8WZA2 whole entry, looked up): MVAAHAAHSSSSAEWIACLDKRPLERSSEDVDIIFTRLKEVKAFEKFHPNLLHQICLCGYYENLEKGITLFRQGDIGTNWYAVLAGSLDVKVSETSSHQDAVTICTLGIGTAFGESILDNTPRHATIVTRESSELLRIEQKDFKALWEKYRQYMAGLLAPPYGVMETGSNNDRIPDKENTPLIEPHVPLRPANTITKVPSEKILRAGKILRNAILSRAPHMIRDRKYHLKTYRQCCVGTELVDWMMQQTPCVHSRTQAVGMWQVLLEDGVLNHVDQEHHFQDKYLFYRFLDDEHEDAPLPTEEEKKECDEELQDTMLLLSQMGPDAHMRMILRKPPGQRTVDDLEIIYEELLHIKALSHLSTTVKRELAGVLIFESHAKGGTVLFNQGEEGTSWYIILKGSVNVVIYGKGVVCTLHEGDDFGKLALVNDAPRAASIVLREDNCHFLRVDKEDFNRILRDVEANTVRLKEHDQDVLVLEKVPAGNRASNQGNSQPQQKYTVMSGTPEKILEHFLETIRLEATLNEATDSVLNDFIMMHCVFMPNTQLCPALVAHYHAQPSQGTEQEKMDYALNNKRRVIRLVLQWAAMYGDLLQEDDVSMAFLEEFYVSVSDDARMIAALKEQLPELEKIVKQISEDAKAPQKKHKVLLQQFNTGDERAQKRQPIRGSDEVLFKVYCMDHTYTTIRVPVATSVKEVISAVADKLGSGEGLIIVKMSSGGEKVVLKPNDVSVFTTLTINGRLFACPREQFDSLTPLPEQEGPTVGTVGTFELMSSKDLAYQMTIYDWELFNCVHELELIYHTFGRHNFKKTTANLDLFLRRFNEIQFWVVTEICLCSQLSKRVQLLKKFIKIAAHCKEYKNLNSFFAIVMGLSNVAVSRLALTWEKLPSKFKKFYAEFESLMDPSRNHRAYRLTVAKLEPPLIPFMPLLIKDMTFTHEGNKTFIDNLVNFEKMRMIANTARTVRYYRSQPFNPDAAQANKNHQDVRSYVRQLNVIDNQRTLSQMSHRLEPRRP
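Compounds were added across a concentration range to EPAC2 (100 nM), RAP1B-BODIPY-GDP (250 nM) and GDP (50 uM). After 5 min at room temperature, fluorescence was recorded at 5-min intervals for 30 min.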
IL-2 act = IL-2 activation. IL-2 activation reporter assay, cell-based qHTS; stimulated with anti-CD3/CD4/CD28 beads; in transgenic mouse T cells. activation, % (series mostly up to about 46 µM). 360,000 compounds, 0.065% hits. AID 652025; in the data active = activation above about 50%; inconclusive = mostly about 30% to 49%; also: 0% is about no effect
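Screening format: compound pinned onto unstimulated transgenic mouse T cells, 60 min incubation, then anti-CD3/anti-CD4/anti-CD28 bead stimulation for 18 hours at 37 degrees C, followed by EGFP and DsRed detection.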
Nrf2 inh = blocks Nrf2 signaling; A549 ARE-Fluc reporter, luciferase luminescence, 18-24 h; Potency, µM (series often up to 46 µM), for inactives: at the highest dose activity change, negative = inhibition, hits mostly inhibitors; 360,000 compounds, 2.1% hits; AID 504444; also: potency is read from the fitted curve at half-maximal effect; % is scaled to controls: 0 for no effect and ±100 for the full control effect; nearly all actives have a fitted effect of over 60% in size
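In this cell-based qHTS, ARE-driven firefly luciferase in A549 cells reports Nrf2 activity; the luminescent signal after BugLite lysis is the measured value, with a prior CellTiter-Fluor read for cell health.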
A549 tox = kills or reduces viability of A549 cells in Nrf2 counter-screen | Potency, µM (titrated, usually from 46 µM), inactives show top-dose activity change, negative = cytotoxicity, hits mostly inhibitors | A549 ARE-Fluc cells, CellTiter-Fluor viability, 18-24 h | 390,000 compounds, 0.16% hits | AID 504648; also: potency is read from the fitted curve at half-maximal effect; % is scaled to controls: 0 for no effect and ±100 for the full control effect
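Cytotoxicity counterscreen: CellTiter-Fluor fluorescence was measured in A549 ARE_Fluc cells after 18-24 h of compound exposure in a concentration series. The subsequent BugLite luminescent read reports ARE-luciferase activity.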
TGFb SMAD3 inh = blocks TGF-b signaling | HepG2 CAGA-GFP TGF-b/SMAD3 reporter, GFP fluorescence, 18 h; TGF-beta stimulated, 500 pg/mL final | Potency, µM (series often up to 46.1 µM), without a hit: at the highest dose activity, negative = inhibition, actives largely listed as inhibitors | 410,000 compounds, 1.2% hits; also: potency is read from the fitted curve at half-maximal effect; % is scaled to controls: 0 for no effect and ±100 for the full control effect; nearly all actives have a fitted effect of over 65% in size
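GFP signal (ex488/em500-530) from TGF-beta-stimulated HEPG2 CAGA-GFP cells, 500 pg/mL final, 18 h at 37 degrees C in DMEM plus 1% FBS, normalized to unstimulated and DMSO-stimulated controls.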
Nrf2 activator = activators of Nrf2 (ARE) signaling; Potency, µM (series often up to 46.1 µM), without a hit: at the highest dose activation, usual class: activators; AID 624171; 410,000 compounds, 0.31% hits; AREc32 ARE-luciferase reporter (MCF7-derived line), luminescence, 24 h; also: potency is read from the fitted curve at half-maximal effect; % of control where 0% means no effect; nearly all actives have a fitted effect of over 65% in size
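AREc32 cells carrying an ARE-driven firefly luciferase reporter were seeded at 1000 cells/well in OPTI-MEM with 5% FBS, then exposed to compound for 24 hr at 37 deg C. Luminescence was read with Steady-Glo after 30 min at RT.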
ATXN viability = viability counter-screen for ATXN expression inhibitors | Potency, µM (top dose mostly 56.7 µM), most hits filed as cytotoxic | S2 cells (HEK-293 line with an ATXN2-luciferase reporter) viability, CellTiter-Fluor protease fluorescence, 24 h | 400,000 compounds, 0.49% hits; also: potency is read from the fitted curve at half-maximal effect; nearly all actives have a fitted effect of over 40% in size
* = called active by the depositor; [ ] = another dose, or the depositor's remark. Unless noted, calls follow the shape of the dose curve; as a rule, active = well fitted curve in the direction sought with a large enough effect; inconclusive = small, poorly fitted or top-dose-only effect, or another doubt; inactive = no such curve, though single readings can be large; an effect the other way counts as inactive or inconclusive.

What do the screens show for `CN(C)CCOc1ccc2c(c1)C(=O)C(=Cc1ncc([N+](=O)[O-])n1C)C2`?
HepG2 viability: -80%; EPAC2 agonist: 12%; IL-2 act: -2.4; TGFb SMAD3 inh: 1.4µM*; Nrf2 activator: -5.2%; ATXN viability: inconclusive

How did CCOc1ccccc1C(=O)NCC(=O)OCC(=O)N1CCCC1 do in these assays?
ATXN2 expr inh: -12%; HepG2 viability: -4%; EPAC2 agonist: 1%; IL-2 act: -1.7; Nrf2 inh: -4%; A549 tox: 2%; TGFb SMAD3 inh: -6%; Nrf2 activator: 0.0%; ATXN viability: inactive

How did COc1cccc(C(=O)Cn2c(=O)n(CC3CCCO3)c(=O)c3ccccc32)c1 (stereo not drawn) do in these assays?
ATXN2 expr inh: 3%; HepG2 viability: 0%; EPAC2 agonist: 3%; IL-2 act: 0.3; A549 tox: 1%; TGFb SMAD3 inh: 6%; Nrf2 activator: 5.7%; ATXN viability: inactive

Results for COc1ccc(-c2csc(NC(=O)c3c(C)noc3C)n2)cc1F ?
ATXN2 expr inh: 4%; HepG2 viability: -22%; EPAC2 agonist: 5%; IL-2 act: -1.9; Nrf2 inh: inconclusive; A549 tox: -2%; TGFb SMAD3 inh: inconclusive; Nrf2 activator: 1.1%; ATXN viability: inconclusive

Results for O=S(=O)(N1CCCCC1)N1CCCN(S(=O)(=O)N2CCCCC2)CC1 ?
ATXN2 expr inh: -1%; HepG2 viability: -26%; EPAC2 agonist: 3%; IL-2 act: -2.1; A549 tox: 4%; TGFb SMAD3 inh: 13%; Nrf2 activator: 0.1%; ATXN viability: inactive

How did CC1CN(S(=O)(=O)c2cccc(C(=O)Nc3ccc(S(=O)(=O)Nc4ncccn4)cc3)c2)CC(C)O1 (stereo not drawn) do in these assays?
ATXN2 expr inh: -1%; HepG2 viability: 4%; EPAC2 agonist: 2%; IL-2 act: 0.0; Nrf2 inh: -11%; A549 tox: -10%; TGFb SMAD3 inh: 0%; Nrf2 activator: 0.0%; ATXN viability: inactive

What do the screens show for `COc1ccc(Cl)cc1C(=O)Nc1nnn(C)n1`?
ATXN2 expr inh: -10%; HepG2 viability: 6%; EPAC2 agonist: 13%; IL-2 act: -2.3; Nrf2 inh: -23%; A549 tox: -1%; TGFb SMAD3 inh: 7%; Nrf2 activator: 4.3%; ATXN viability: inactive

How did CC(=O)N(CCCCl)C(C#N)c1ccccc1 (stereo not drawn) do in these assays?
ATXN2 expr inh: 2%; HepG2 viability: -11%; EPAC2 agonist: 3%; IL-2 act: -1.1; Nrf2 inh: 22%; A549 tox: -8%; TGFb SMAD3 inh: -8%; Nrf2 activator: -0.7%; ATXN viability: inactive

Results for Cc1cc(C(=O)Nc2c(C)nn(Cc3ccccc3Cl)c2C)no1 ?
ATXN2 expr inh: -5%; HepG2 viability: -2%; EPAC2 agonist: 12%; IL-2 act: -1.2; A549 tox: 12%; TGFb SMAD3 inh: -4%; Nrf2 activator: 0.3%; ATXN viability: inactive

Results for Cc1ccc2[nH]c(O)c(N=NC(=O)CCc3ccccc3)c2c1Br ?
ATXN2 expr inh: 5%; HepG2 viability: -86%; EPAC2 agonist: -4%; IL-2 act: 2.7; Nrf2 inh: 16%; A549 tox: 1%; TGFb SMAD3 inh: -11%; Nrf2 activator: 2.2%; ATXN viability: inactive

What do the screens show for `COc1ccc(S(=O)(=O)N2CCC[C@H]2C(=O)N2CCC[C@H]2C(=O)NCc2ccncc2)cc1C`?
ATXN2 expr inh: 3%; EPAC2 agonist: 7%; IL-2 act: -0.5; Nrf2 activator: -0.8%; ATXN viability: inactive

Results for COCCNC(=O)CN(Cc1ccc(F)cc1)C(=O)CCC(=O)Nc1nccs1 ?
ATXN2 expr inh: -1%; HepG2 viability: 5%; EPAC2 agonist: -3%; IL-2 act: -0.6; Nrf2 inh: 0%; A549 tox: 2%; TGFb SMAD3 inh: 4%; Nrf2 activator: -0.9%; ATXN viability: inactive

What do the screens show for `CCCN1C2CCCC1CC(NC(=O)c1ccc(F)cc1)C2` (stereo not drawn)?
ATXN2 expr inh: -1%; HepG2 viability: -20%; EPAC2 agonist: 3%; IL-2 act: 1.1; Nrf2 inh: 14%; A549 tox: 0%; TGFb SMAD3 inh: 18%; Nrf2 activator: -0.7%; ATXN viability: inactive

Results for CC(=O)N1CCc2cc(Br)cc(S(=O)(=O)N3CCN(c4cccc(C)c4)C(C)C3)c21 (stereo not drawn) ?
ATXN2 expr inh: 0%; HepG2 viability: -4%; Nrf2 inh: -28%[9.27 µM]; A549 tox: 1%; TGFb SMAD3 inh: -11%; Nrf2 activator: -1.6%; ATXN viability: inactive

What do the screens show for `CCOC(=O)c1c(C)n(-c2ccc(C)cc2)c2c(C(C(C)=O)C(=O)O)c(Br)c(O)c(O)c12` (stereo not drawn)?
ATXN2 expr inh: -10%; HepG2 viability: -1%; EPAC2 agonist: 5%; IL-2 act: 0.7; Nrf2 inh: -20%; A549 tox: -13%; TGFb SMAD3 inh: inconclusive; Nrf2 activator: inconclusive; ATXN viability: inactive

Results for CCN(CC)C(=O)c1ncn2c1C(=O)N(C)CC2 ?
ATXN2 expr inh: 2%; HepG2 viability: 9%; EPAC2 agonist: 13%; IL-2 act: 1.9; TGFb SMAD3 inh: -13%; Nrf2 activator: -0.3%; ATXN viability: inactive

How did COc1cc(/C=N/n2nnnc2N)ccc1OC(C)=O do in these assays?
ATXN2 expr inh: -7%; HepG2 viability: -5%; EPAC2 agonist: 6%; IL-2 act: -0.2; Nrf2 inh: 4%; A549 tox: -4%; TGFb SMAD3 inh: 4%; Nrf2 activator: 2.6%; ATXN viability: inactive

Results for Cn1nnc2cc(C(=O)Nc3ccccc3)ccc21 ?
HepG2 viability: -10%; EPAC2 agonist: 7%; IL-2 act: -2.0; Nrf2 inh: inconclusive; A549 tox: 2%; TGFb SMAD3 inh: -21%; Nrf2 activator: 5.2%; ATXN viability: inconclusive

Results for CC(NC(=O)c1ccc(Cl)cc1)C(=O)N1CCCCC1 (stereo not drawn) ?
ATXN2 expr inh: 13%; HepG2 viability: 2%; EPAC2 agonist: 20%; IL-2 act: -1.1; Nrf2 inh: 14%; A549 tox: -6%; TGFb SMAD3 inh: 0%; Nrf2 activator: -0.5%; ATXN viability: inactive

What do the screens show for `CCc1c(C)nc(N2CCN(c3ccc(Cl)cc3)CC2)[nH]c1=O`?
ATXN2 expr inh: -15%; HepG2 viability: 9%; EPAC2 agonist: 8%; IL-2 act: 1.7; Nrf2 inh: -2%; A549 tox: 3%; TGFb SMAD3 inh: -6%; Nrf2 activator: -0.1%; ATXN viability: inactive

2 records drawn at random from the list so far, as already listed:
Results for Cc1ccc2[nH]c(O)c(N=NC(=O)CCc3ccccc3)c2c1Br ?
ATXN2 expr inh: 5%; HepG2 viability: -86%; EPAC2 agonist: -4%; IL-2 act: 2.7; Nrf2 inh: 16%; A549 tox: 1%; TGFb SMAD3 inh: -11%; Nrf2 activator: 2.2%; ATXN viability: inactive

What do the screens show for `CN(C)CCOc1ccc2c(c1)C(=O)C(=Cc1ncc([N+](=O)[O-])n1C)C2`?
HepG2 viability: -80%; EPAC2 agonist: 12%; IL-2 act: -2.4; TGFb SMAD3 inh: 1.4µM*; Nrf2 activator: -5.2%; ATXN viability: inconclusive

Additional structures
Results for COC(=O)CN(c1ccc(Cl)cc1C)S(C)(=O)=O ?
ATXN2 expr inh: 0%; HepG2 viability: 1%; EPAC2 agonist: 7%; IL-2 act: -0.5; Nrf2 inh: 3%; A549 tox: 1%; TGFb SMAD3 inh: -5%; Nrf2 activator: 0.4%; ATXN viability: inactive

How did Cc1ccccc1/C=N/Nc1ccc(Cl)nn1 do in these assays?
HepG2 viability: 17%; EPAC2 agonist: -5%; IL-2 act: -0.3; Nrf2 inh: 1%; A549 tox: 27%; TGFb SMAD3 inh: 2%; Nrf2 activator: -0.2%; ATXN viability: inactive

What do the screens show for `COc1ccc(NC(=O)COc2ccc3c(c2)CCC3)cc1S(N)(=O)=O`?
ATXN2 expr inh: -1%; HepG2 viability: 1%; EPAC2 agonist: 14%; IL-2 act: 0.8; Nrf2 inh: 1%; A549 tox: 0%; TGFb SMAD3 inh: 7%; Nrf2 activator: -0.7%; ATXN viability: inactive

What do the screens show for `CCCCCC(=O)N1C[C@H](O)[C@@H](n2cc(-c3ccc(F)cc3)nn2)C[C@@H]1c1ccc(OC)cc1`?
ATXN2 expr inh: inconclusive; HepG2 viability: -40%; EPAC2 agonist: 4%; IL-2 act: -1.1; TGFb SMAD3 inh: inconclusive; Nrf2 activator: 0.0%; ATXN viability: inconclusive

Results for Cc1cccc(N2CCN(S(=O)(=O)c3nnc(NC(=O)c4ccc(Cl)cc4)s3)CC2)c1 ?
ATXN2 expr inh: 10%; HepG2 viability: 3%; Nrf2 inh: 24%; A549 tox: -10%; TGFb SMAD3 inh: -10%; Nrf2 activator: -0.5%; ATXN viability: inactive

Results for COc1ccc(C(=O)NC(=S)NC(C)(C)C)cc1Br ?
ATXN2 expr inh: 42%[activator]; HepG2 viability: -45%; EPAC2 agonist: 5%; IL-2 act: 1.7; Nrf2 inh: 11%; A549 tox: 2%; TGFb SMAD3 inh: inconclusive; Nrf2 activator: 3.2%; ATXN viability: inactive

What do the screens show for `Cc1cc(Br)ccc1NC(=O)C1CCCO1` (stereo not drawn)?
ATXN2 expr inh: 3%; HepG2 viability: -1%; EPAC2 agonist: 3%; IL-2 act: 0.1; Nrf2 inh: 6%; A549 tox: 3%; TGFb SMAD3 inh: 2%; Nrf2 activator: 0.2%; ATXN viability: inactive

Screens from PubChem BioAssay.
